USP1-UAF1 inh: Inhibitors of USP1/UAF1: Primary Screen | Ubiquitin carboxyl-terminal hydrolase 1 (Homo sapiens), O94782 | 0.23% of 390,000 active | recombinant USP1/UAF1, Ub-Rhodamine cleavage fluorescence | AID 743255, 2014 | Potency, µM (top dose mostly 57.1 µM), for inactives: at the highest dose activity change, negative = inhibition, actives largely listed as inhibitors; further: potency means the concentration at half of the fitted maximal effect; on the % scale 0 is the no-effect control and ±100 the full control effect; nearly all actives have a fitted effect of over 60% in size; inactives centre near -12
Target sequence (O94782 whole entry, looked up): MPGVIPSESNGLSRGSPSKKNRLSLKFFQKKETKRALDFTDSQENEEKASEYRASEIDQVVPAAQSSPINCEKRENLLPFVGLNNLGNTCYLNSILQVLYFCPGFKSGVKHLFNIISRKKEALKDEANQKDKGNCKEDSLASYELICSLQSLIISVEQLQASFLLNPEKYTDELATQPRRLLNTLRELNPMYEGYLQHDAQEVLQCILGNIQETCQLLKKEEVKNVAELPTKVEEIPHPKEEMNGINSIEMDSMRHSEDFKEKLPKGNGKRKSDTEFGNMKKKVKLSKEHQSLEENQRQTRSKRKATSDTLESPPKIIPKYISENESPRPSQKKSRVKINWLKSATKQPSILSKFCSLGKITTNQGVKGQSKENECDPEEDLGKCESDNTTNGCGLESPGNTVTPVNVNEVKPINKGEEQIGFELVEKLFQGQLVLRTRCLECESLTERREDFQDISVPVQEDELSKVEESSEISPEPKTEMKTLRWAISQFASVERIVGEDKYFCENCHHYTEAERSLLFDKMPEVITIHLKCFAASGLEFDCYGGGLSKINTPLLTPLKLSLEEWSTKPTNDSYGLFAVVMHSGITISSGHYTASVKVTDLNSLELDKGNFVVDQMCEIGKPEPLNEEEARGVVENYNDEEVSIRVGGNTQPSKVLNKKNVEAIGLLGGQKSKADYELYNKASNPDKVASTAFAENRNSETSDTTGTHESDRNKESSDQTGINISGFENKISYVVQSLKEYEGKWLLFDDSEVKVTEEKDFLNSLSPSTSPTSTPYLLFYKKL
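USP1/UAF1 complex at 1 nM was preincubated with compound for 15 min at room temperature, then Ub-Rho substrate (150nM final) was added. Fluorescence (480/540 nm) was read kinetically, 6 reads every 60 seconds.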
Vif-APOBEC3F blk: qHTS for Inhibitors of Vif-A3F Interactions: qHTS | HeLa A3F-eYFP + Vif (tagged APOBEC3F with the HIV-1 protein that degrades it), YFP fluorescence increase | Potency, µM (doses to about 46.1 µM), without a hit: at the highest dose activity, negative = active | 0.2% of 390,000 active | AID 602313, 2012; further: potency means the concentration at half of the fitted maximal effect; % of control where 0% means no effect; nearly all actives have a fitted effect of over 65% in size
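Fluorescence increase (Ex 488/Em 500-530) after overnight compound treatment at 37 deg C flags inhibition of Vif-driven A3F-eYFP loss in stable HeLa A3F-eYFP/Vif cells seeded overnight beforehand.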
RXFP1 ag: qHTS Assay for Agonists of the Relaxin Receptor RXFP1 | Relaxin receptor 1 (Homo sapiens), Q9HBX9 | Potency, µM (titrated, usually from 57.5 µM), for inactives: at the top dose activation, usual class: activators | 0.3% of 370,000 active | HEK293T-RXFP1 cAMP TR-FRET, 30 min; response scale: percent of porcine relaxin response, buffer zero; further: potency means the concentration at half of the fitted maximal effect; on the % scale 0 is the no-effect control and ±100 the full control effect; nearly all actives have a fitted effect of over 60% in size; many of its hits are not listed in these tables
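cAMP rise read by TR-FRET after 30 min, 37C compound exposure (up to 58 uM) in RXFP1-transfected HEK293 cells with Ro 20174 present. EC50 from Hill-equation fits, with 29 nM porcine relaxin as 100% and buffer as basal.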
Glioma ERSR ind: qHTS for Inducers of the Endoplasmic Reticulum Stress Response (ERSR) in Human Glioma: qHTS; U87-MG GRP78 promoter luciferase reporter, 16 h; Potency, µM, for inactives: at the top dose activation, hits mostly activators; 0.02% of 420,000 active; further: potency means the concentration at half of the fitted maximal effect; series mostly up to about 76 µM; % of control where 0% means no effect; nearly all actives have a fitted effect of over 35% in size
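Stably transfected U87-MG human glioma cells carrying a GRP78-based luminescent sensor were seeded at 1000 cells/well, pin-dosed with compounds and incubated 16 h. Luciferase reagent was then added, and end-point luminescence was read after 10 min at room temperature.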
PI4K2A block: qHTS for small molecular inhibitors of PI4K2A. Phosphatidylinositol 4-kinase type 2-alpha (Homo sapiens), Q9BTU6. purified PI4K2A, ADP-Glo luminescence, 1 h; stronger effect = lower value. activity change, negative = inhibition, % at 76.9 µM. 0.13% of 420,000 active; in the data active means activity change below about -50%; inconclusive means mostly about -30% to -49%;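 further: -100% = wells without enzyme as full effect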
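Compounds are screened against recombinant PI4K2A using PI as substrate and ATP, the latter dispensed at 300 microM. Reactions run one hour at ambient temperature before ADP-Glo detection; full inhibition defined by wells lacking enzyme.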
LDHA inh: qHTS assay for inhibitors of human lactate dehydrogenase | L-lactate dehydrogenase A chain (Homo sapiens), P00338 | purified LDHA, NADH/diaphorase-resazurin fluorescence; stronger effect = lower value | activity change, % (values are at about 110 or 230 µM) | 0.15% of 480,000 active | AID 1347041, 2019; in the data active means activity change below about -30%; inconclusive means mostly about -25% to -30%;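 further: plate controls were DMSO wells for no effect and wells without enzyme for full effect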
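Resorufin fluorescence (ex540/em590), read at 0 and 20 min after diaphorase/resazurin addition, reports the NADH left after a 5 min room-temperature reaction of 2 nM human LDH5 with 0.06 mM NADH and 0.2 mM pyruvate.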
Vif-A3G inh: qHTS for Inhibitors of Vif-A3G Interactions: qHTS; 0.076% of 410,000 active; Potency, µM (highest dose often 46.1 µM), without a hit: at the top dose activity, negative = active, hits mostly inhibitors; HeLa A3G-eYFP + Vif (tagged APOBEC3G with the HIV-1 protein that degrades it), YFP fluorescence, overnight; DNA dC->dU-editing enzyme APOBEC-3G (Homo sapiens), Q9HC16;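 further: potency means the concentration at half of the fitted maximal effect; on the % scale 0 is the no-effect control and ±100 the full control effect; nearly all actives have a fitted effect of over 60% in size; hits raise eYFP signal because A3G escapes Vif-driven loss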
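HeLa cells stably expressing Vif and C-terminally eYFP-tagged A3G, seeded overnight at 37 deg C, then exposed to compound by pintool overnight at 37 deg C. Rise in yellow fluorescence (Ex 488/Em 500-530, Acumen) marks blocked Vif-driven A3G degradation.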
TrxR1 substrate: qHTS Assay for Substrates of Mammalian Selenoprotein Thioredoxin Reductase 1 (TrxR1): qHTS. Thioredoxin reductase 1, cytoplasmic (Rattus norvegicus), O89049. purified TrxR1 substrate turnover, NADPH consumption readout. Potency, µM (doses to about 114 µM), without a hit: at the highest dose activity change, negative = substrate turnover. 0.01% of 390,000 active; further: potency means the concentration at half of the fitted maximal effect; on the % scale 0 is the no-effect control and ±100 the full control effect; nearly all actives have a fitted effect of over 50% in size
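Rat TrxR1, dispensed at 90 nM, was prereduced with 400 uM NADPH (final) for 5 min at ~22 deg C, then incubated with compound 15 min before 400 uM selenite. A first-read NADPH fluorescence drop versus no-compound background flagged substrates.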
mIDH1 inhibitor: qHTS for Inhibitors of mutant isocitrate dehydrogenase 1 (IDH1): qHTS. Potency, µM (titrated, usually from 76.6 µM), for the others: at the highest dose activity change, negative = inhibition, hits mostly inhibitors. 0.093% of 390,000 active. IDH1-R132H enzyme, NADPH consumption, diaphorase/resazurin fluorescence; further: potency means the concentration at half of the fitted maximal effect; on the % scale 0 is the no-effect control and ±100 the full control effect; nearly all actives have a fitted effect of over 65% in size
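IDH1-R132H (0.5 ug/mL) preincubated 30 min with compound, then NADPH (0.016 mM) and alpha-KG (2 mM) added; 80 min at RT, pH 7.5. Remaining NADPH coupled via diaphorase/resazurin to fluorescence (540/590 nm); concentration-response curves normalized to no-enzyme control.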
The depositor's hits bear a star; ? = inconclusive; nt = no result given; [ ] = another dose, or the depositor's remark. Unless noted, the call rests on the fitted dose curve; in most records, active means well fitted curve in the direction sought with a large enough effect; inconclusive means small, poorly fitted or top-dose-only effect, or another doubt; inactive means no such curve, though single readings can be large; an effect the other way counts as inactive or inconclusive. A portion of the library; rates above refer to the full screens.

SMILES	USP1-UAF1 inh	Vif-APOBEC3F blk	RXFP1 ag	Glioma ERSR ind	PI4K2A block	LDHA inh	Vif-A3G inh	TrxR1 substrate	mIDH1 inhibitor
O=C(CN1C(=O)NC2(CCCc3ccccc32)C1=O)c1ccc(F)c(F)c1 (configuration not stated)	-19%	5%	nt	-3%	-7	-1	0%	-1%	3%
COc1cccc(N2CCN(C(=O)Cn3cnc4onc(-c5ccc(F)cc5)c4c3=O)CC2)c1	-15%	8%	-2.0%	-3%	6	3	0%	-3%	12%
Cc1cc(NC(=O)c2ccc3sc([C@@H]4O[C@H](CO)[C@H](O)[C@H](O)[C@H]4O)nc3c2)n(C)n1	nt	nt	nt	0%	2	-4	-3%	nt	nt
O=c1nc(-c2ccccc2)n(-c2ccccc2)[nH]1	-9%	1%	4.5%	-2%	-3	-7	1%	7%	-4%
Nc1c(-c2ccccc2)cnc2ncnn12	-26%	-7%	-0.1%	-2%	-1	-1	0%	10%	7%
CCCCCc1c2c(cc(O)c1C(=O)O)OC(=O)c1cc(C(=O)CCCC)c(OC)cc1O2	-24%	1%	nt	?	-2	1	-27%	-12%	-6%
O=C(NCc1ccccc1)C1Cc2ccccc2CN1C(=O)c1ccco1 (configuration not stated)	-31%	-16%	3.2%	0%	-1	-3	7%	10%	17%
CC(C)C(CCNC1CCN(C)CC1)c1ccc(Cl)cc1 (configuration not stated)	-20%	9%	-0.7%	-6%	17	-12	-8%	-1%	0%
Cc1ccc(-n2cc(C(=O)Oc3ccc(F)cc3)c3ccccc3c2=O)cc1	-10%	0%	0.6%	-3%	0	2	-1%	1%[57.1 µM]	-2%
CN(Cc1nc(Cc2cccc(C(F)(F)F)c2)no1)C1CC(C)(C)NC(C)(C)C1	-27%	19%	0.2%	-3%	10	-7	-5%	0%[57.1 µM]	0%
Cc1ccccc1S(=O)(=O)NC(=O)C1(C)CCN1C(=O)CC1CCCC1 (configuration not stated)	nt	nt	nt	1%	-4	-7	2%	nt	nt
Cc1cc(C)c(NS(=O)(=O)c2ccc(Cl)c(C(=O)O)c2)c(C)c1	5%	-2%	-1.8%	-3%	0	0	-5%	-5%	-3%
Cc1cccc(Cc2c(C)nc3nc(SCc4cccc(F)c4)nn3c2C)c1	?	0%	0.0%	-3%	-1	-4	2%	1%[57.1 µM]	6%
Cc1ccc(S(=O)(=O)N2C[C@H]3C(=O)C[C@@H](c4ccccc4)N(S(=O)(=O)c4ccc(C)cc4)[C@H]3C[C@H]2c2cccc(Cl)c2)cc1	-7%	0%	nt	-4%	-4	-3	1%	nt	3%
Cc1cccc(N(CC(=O)NCCSCc2ccc(Cl)cc2)S(C)(=O)=O)c1C	-31%	8%	2.5%	-5%	1	0	4%	1%	-3%
CC(C)c1nnc(NC(=O)c2cc3ccccc3o2)s1	-7%	4%	20%	1%	-1	-6	7%	-19%	11%
CC(c1ccccn1)N(CCN(C)C)C(=S)Nc1ccccc1F (configuration not stated)	-8%	-15%	2.1%	-2%	7	6	1%	2%[57.1 µM]	14%
O=C(CN1CCc2ccccc21)NCc1ccccc1Cl	-13%	-10%	0.2%	0%	3	-2	1%	-6%	0%
CCN(CC)c1cc2c(cc1F)c(=O)c(S(=O)(=O)c1ccccc1)cn2Cc1ccccc1	-12%	3%	1.5%	-3%	-1	-5	-1%	24%	-7%
CCO[C@@H]1OC(C(=O)NC2CC2)=C[C@H](C2CC2)[C@H]1CCCO	?	2%	0.0%	-2%	-1	0	1%	-5%	-2%
CC(=O)c1cccc(N(C(=O)Cn2nnc3ccccc32)C(C(=O)NC2CCCCC2)c2cn(C)nc2C)c1 (configuration not stated)	-22%	0%	-0.9%	-6%	-2	-11	-1%	6%	3%
O=C(C1CCCCC1)N1CCCn2c1nc1ccccc12	-22%	-7%	0.5%	-3%	10	-10	-2%	-5%	2%
CCn1c(=O)c(C(=O)CC#N)c(N)n(Cc2ccccc2)c1=O	-17%	-5%	0.3%	-4%	4	0	-11%	4%	9%
Cc1nc(-c2ccccc2)sc1C(=O)Nc1ccccc1F	-14%	7%	4.2%	3%	5	-4	-1%	9%[57.1 µM]	3%
COc1ccc(/C=C\C(=O)NC2CC(=O)N(c3ccc(F)cc3)C2)cc1OC (configuration not stated)	-1%	-1%	0.7%	-3%	0	-3	-12%	3%[57.1 µM]	-6%
CC(=O)Nc1ccc(OC(=O)c2ccc(Cl)cc2)cc1	-5%	-10%	-0.5%	-6%	1	1	3%	-3%	6%
CCn1ccnc1CN1CCN(CC(C)C)C(CCO)C1 (configuration not stated)	-16%	-14%	-2.2%	11%	1	-4	-1%	0%[57.1 µM]	6%
C=CCN(CC=C)C(=O)c1ccc(OC2CCN(Cc3ccccn3)CC2)cc1	-5%	-9%	-0.2%	-1%	-1	-4	0%	-6%	-5%
COc1ccc(S(=O)(=O)N(CC(=O)NCC2CCCO2)c2ccc(Cl)cc2)cc1 (configuration not stated)	-14%	3%	1.6%	2%	-8	0	-6%	6%	5%
CCN(C(=O)COC(=O)/C(=C/c1ccccc1)NC(C)=O)c1c(N)n(Cc2ccccc2)c(=O)[nH]c1=O	-15%	?	nt	-7%	7	0	1%	-12%	0%
Cc1ccc(-c2nc3c(cnn3-c3ccccc3)c(=O)n2-c2cccc(Cl)c2)cc1	4%	1%	1.5%	1%	-1	0	2%	17%	16%
Cc1cc(C(=O)N/N=C/c2ccc(N(C)C)cc2)c2ccccc2n1	-19%	1%	0.2%	0%	1	-8	?	-1%[57.1 µM]	0%
CC[C@@H]1C=C(C(=O)O)[C@H](c2ccc(F)cc2)N1S(=O)(=O)c1ccc(C)cc1	-8%	5%	nt	8%	-2	-13	2%	-5%	16%
Cn1nc(N)c2c(-c3ccccc3)c(C#N)c(N)nc21	-2%	-12%	5.2%	-2%	-7	-4	-8%	-15%	5%
OCCNCC(O)CN1c2ccccc2Sc2ccccc21 (configuration not stated)	-2%	-11%	-1.6%	-5%	-1	-8	2%	-13%[57.1 µM]	8%
Cc1c(NC(=O)CSc2nnc(Nc3ccccc3)s2)c(=O)n(-c2ccccc2)n1C	-16%	8%	1.6%	-6%	2	-4	0%	-14%	1%

Just Vif-APOBEC3F blk, PI4K2A block and Vif-A3G inh (three entries from above):
smiles	Vif-APOBEC3F blk	PI4K2A block	Vif-A3G inh
CC(=O)Nc1ccc(OC(=O)c2ccc(Cl)cc2)cc1	-10%	1	3%
C=CCN(CC=C)C(=O)c1ccc(OC2CCN(Cc3ccccn3)CC2)cc1	-9%	-1	0%
Cc1cc(C(=O)N/N=C/c2ccc(N(C)C)cc2)c2ccccc2n1	1%	1	?

Next part:
SMILES	USP1-UAF1 inh	Vif-APOBEC3F blk	RXFP1 ag	Glioma ERSR ind	PI4K2A block	LDHA inh	Vif-A3G inh	TrxR1 substrate	mIDH1 inhibitor
Cc1ccc(NC(=O)COc2ccc(C(=O)c3ccccc3)cc2)c(O)c1	-28%	-2%	-0.1%	-5%	0	1	0%	0%	0%
C=CCOc1ccc(C2/C(=C(\O)c3ccc(F)cc3)C(=O)C(=O)N2CCCN(C)C)cc1 (configuration not stated)	-8%	2%	-0.5%	-4%	-3	0	1%	-4%	2%
O=Cc1ccc(-c2ccccc2C(=O)O)o1	?	-3%	1.5%	2%	4	-4	-2%	5%[57.1 µM]	-5%
Cc1cc(C)n2nc(SC(C)C(=O)N3CCCC3)nc2n1 (configuration not stated)	-1%	-9%	8.4%	-1%	-1	-3	-1%	-11%	-1%
CC(C)[C@@H](N)C(=O)N/N=C/c1ccc2nccnc2c1	-8%	14%	4.2%	-2%	-2	1	2%	6%[57.1 µM]	2%
Fc1ccc(-c2ccnc3nc(-n4cccc4)nn23)cc1	-19%	0%	-1.9%	-2%	5	-4	1%	11%[57.1 µM]	0%

Bioassay records deposited in PubChem by National Center for Advancing Translational Sciences (NCATS).
